Screens from PubChem BioAssay.
HP1b chromo inh – HP1-beta chromodomain-methylated histone interaction inhibition | actives 0.56% (n = 390,000) | AlphaScreen HP1-beta / biotin-H3K9me3 peptide binding | Potency, µM (doses to about 114 µM), for the others: top-dose activity change, negative = inhibition, hits mostly inhibitors; note: potency is the fitted concentration of half-maximal effect; nearly all actives have a fitted effect of over 70% in size; inactives centre near 23
Target sequence (P83916 whole entry, looked up): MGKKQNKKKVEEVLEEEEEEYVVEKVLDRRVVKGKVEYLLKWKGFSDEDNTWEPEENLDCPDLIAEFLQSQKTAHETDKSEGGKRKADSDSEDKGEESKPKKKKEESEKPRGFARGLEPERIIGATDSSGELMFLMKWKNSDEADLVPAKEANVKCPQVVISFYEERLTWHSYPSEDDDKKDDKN
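AlphaScreen: HP1-beta (50 nM) preformed 30 min with biotin-H3(1-18)K9me3 peptide (50 nM) in PBS pH 7.4, 0.01% Tween-20. Compound added for 30 min at RT, then streptavidin donor/nickel chelate acceptor beads (10 ug/mL) for 30 min.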
PGK inhibitor – T. brucei PGK inhibition; actives 0.043% (n = 380,000); Potency, µM (top dose mostly 57.5 µM), without a hit: at the highest dose activity change, negative = inhibition, most hits filed as inhibitors; P07378; PGK/GAPDH coupled, Kinase-Glo luminescence, 60 min; note: potency is the fitted concentration of half-maximal effect; % is set by controls: 0 for no effect and ±100 for the full control effect; nearly all actives have a fitted effect of over 60% in size
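Recombinant glycosomal PGK reaction used 1,3-bisphosphoglycerate generated in-well by GAPDH (100nM final) in 100mM TEA pH 7.6, 5mM MgCl2, 0.01% Tween-20. After 60 minutes at room temperature, ATP was read by Kinase-Glo Plus luminescence end-point.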
POLH inh – blocks human DNA polymerase eta activity | Q9Y253 | recombinant Pol eta, fluorescent DNA replication assay | Potency, µM (top dose mostly 114 µM), without a hit: at the top dose activity change, negative = inhibition, most hits filed as inhibitors | actives 1.2% (n = 390,000) | AID 588591; note: potency is the fitted concentration of half-maximal effect; % is set by controls: 0 for no effect and ±100 for the full control effect
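Pol eta at 10 nM preincubated with compounds 15 min at room temperature; reaction started with fluorescent substrate (50 nM final) and read kinetically at 0 and 10 min.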
G9a block – blocks human histone lysine methyltransferase G9a; Q96KQ7; G9a H3K9 monomethylation, AlphaScreen, 2 h; Potency, µM (titrated, usually from 102 µM), inactives show at the top dose activity, negative = inhibition, actives largely listed as inhibitors; actives 8.8% (n = 350,000); note: potency is the fitted concentration of half-maximal effect; % is set by controls: 0 for no effect and ±100 for the full control effect; nearly all actives have a fitted effect of over 75% in size
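Quantitative HTS format: methyltransferase activity on a biotin-tagged H3K9 peptide is measured by AlphaScreen, using a rabbit anti-monomethyl-H3K9 antibody with streptavidin donor and anti-IgG acceptor beads. Final levels are 20 nM enzyme, 500 nM peptide, 20 uM SAM; 2 h RT.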
GLS inh – blocks human kidney-isoform glutaminase activity; O94925; GLS enzymatic activity, qHTS titration; Potency, µM (titrated, usually from 45.5 µM), for inactives: at the top dose activity change, negative = inhibition, hits mostly inhibitors; actives 0.21% (n = 410,000); note: potency is the fitted concentration of half-maximal effect; % is set by controls: 0 for no effect and ±100 for the full control effect
Target sequence (O94925 whole entry, looked up, canonical isoform): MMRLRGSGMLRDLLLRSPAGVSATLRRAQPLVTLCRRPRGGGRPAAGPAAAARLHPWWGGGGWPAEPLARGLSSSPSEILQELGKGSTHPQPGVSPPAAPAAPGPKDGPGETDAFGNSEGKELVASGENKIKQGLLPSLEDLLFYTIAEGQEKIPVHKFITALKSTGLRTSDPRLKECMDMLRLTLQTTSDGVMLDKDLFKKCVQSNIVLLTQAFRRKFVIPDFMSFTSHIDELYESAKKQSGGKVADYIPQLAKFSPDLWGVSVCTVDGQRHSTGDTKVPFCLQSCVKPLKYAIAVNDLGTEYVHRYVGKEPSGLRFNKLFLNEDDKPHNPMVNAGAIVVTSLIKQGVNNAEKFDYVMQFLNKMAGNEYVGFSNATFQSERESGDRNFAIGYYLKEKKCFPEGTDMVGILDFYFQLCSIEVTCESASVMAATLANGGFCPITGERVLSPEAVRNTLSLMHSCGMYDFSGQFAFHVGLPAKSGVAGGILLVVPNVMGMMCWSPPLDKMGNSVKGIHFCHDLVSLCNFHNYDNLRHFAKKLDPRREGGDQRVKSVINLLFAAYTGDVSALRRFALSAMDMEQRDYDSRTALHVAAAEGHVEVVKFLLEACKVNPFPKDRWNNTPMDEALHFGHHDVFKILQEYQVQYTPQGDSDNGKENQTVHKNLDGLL
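Two-point fluorescence kinetic (t0, 30 min RT) for hKGA; glutamate detected via glutamate oxidase–HRP–Amplex Red. Substrate: 1 mM L-glutamine solution; buffer 45 mM KH2PO4, pH 8.2.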
JMJD2A Tudor inh – inhibitors of human JMJD2A Tudor domain; actives 4.4% (n = 390,000); O75164; AlphaScreen JMJD2A-Tudor / H3K4me3 peptide binding; AID 504339; Potency, µM (titrated, usually from 114 µM), for inactives: top-dose activity change, negative = inhibition, most hits filed as inhibitors; note: potency is the fitted concentration of half-maximal effect; % is set by controls: 0 for no effect and ±100 for the full control effect; nearly all actives have a fitted effect of over 50% in size
BAZ2B inh – inhibitors of human BAZ2B bromodomain | Q9UIF8 | actives 4.4% (n = 360,000) | AlphaScreen BAZ2B-H3K14Ac peptide displacement | Potency, µM (titrated, usually from 114 µM), for inactives: at the highest dose activity change, negative = inhibition, actives largely listed as inhibitors; note: potency is the fitted concentration of half-maximal effect; % is set by controls: 0 for no effect and ±100 for the full control effect; nearly all actives have a fitted effect of over 60% in size
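AlphaScreen displacement: compounds (up to 110uM) incubated 30 min at room temperature with a preformed 50 nM BAZ2B/50 nM biotinylated H3K14Ac peptide complex in PBS pH 7.4 with Tween-20. Donor and acceptor beads at 10 ug/mL final added, 20 min light-protected before reading.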
PI4K2A block – blocks human PI4K2A kinase activity. actives 0.13% (n = 420,000). purified PI4K2A, ADP-Glo luminescence, 1 h; active compounds read low. activity change, negative = inhibition, % at 76.9 µM. AID 1346378; in the data active = activity change below about -50%; inconclusive = mostly about -30% to -49%;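 note: -100% = wells without enzyme as full effect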
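ADP-Glo luminescence measured ADP generated by PI4K2A enzyme (4 ug/mL before mixing) with 1.2 mM PI substrate (pre-mix) and 300 microM ATP (pre-mix). Tris pH7.5 buffer with MgCl2, Triton X-100; 1 h reaction at ambient temperature.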
Pin1 inhibitor – blocks the human prolyl isomerase Pin1. Potency, µM (series often up to 115 µM), inactives show top-dose activity, negative = inhibition, hits mostly inhibitors. Q13526. Pin1 FP peptide displacement, HiFluor488, 10 min. actives 0.009% (n = 390,000); active = well fitted inhibition curve with a large enough effect in the polarisation, with a control signal flat, not every such curve was filed as active; inconclusive = small, poorly fitted or top-dose-only effect, or effect the other way, or a change in a side signal; inactive = no such curve, though single readings can be large or run the other way; the % refers to the polarisation; note: potency is the fitted concentration of half-maximal effect; % is set by controls: 0 for no effect and ±100 for the full control effect
Target sequence (Q13526 whole entry, looked up): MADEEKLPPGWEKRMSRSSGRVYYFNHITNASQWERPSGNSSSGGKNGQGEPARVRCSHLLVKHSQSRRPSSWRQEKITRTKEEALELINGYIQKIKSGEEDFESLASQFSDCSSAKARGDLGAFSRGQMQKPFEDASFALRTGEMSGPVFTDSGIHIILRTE
* hit, by the source's call; i = inactive; ? = inconclusive; / = not tested or not shown; & = joins results of further samples; [ ] = another dose, or the depositor's remark. Unless noted, calls come from the whole dose curve; as a rule, active = well fitted curve in the direction sought with a large enough effect; inconclusive = small, poorly fitted or top-dose-only effect, or another doubt; inactive = no such curve, though single readings can be large; an effect the other way counts as inactive or inconclusive. Only part of the results is shown. The share of hits here may be higher or lower than overall.

HP1b chromo inh	PGK inhibitor	POLH inh	G9a block	SMILES	GLS inh	JMJD2A Tudor inh	BAZ2B inh	PI4K2A block	Pin1 inhibitor
40%[activator]	11%	1%	-2%[2.33 µM]	COCCn1c(SCC(=O)c2c(N)n(C3CC3)c(=O)[nH]c2=O)nnc1-c1cccc(C)c1	-1%	-16%	13%	0	-1%
12%	1%	-15%	17%[12.7 µM]	Cc1ccc(N2C(=O)CSC2c2cccnc2)cc1F (stereo not given)	1%	-6%	-5%	-2	-8%
7%	-1%	-11%	-6%[12.7 µM]	CCOc1ccc(Cl)cc1S(=O)(=O)n1nnc2ccccc21	33%[activator]	-14%[11.4 µM]	?	1	-2%
24%	15%	6%	-40%	CC(C)(C)c1cc(C(F)(F)F)c(C#N)c(=O)[nH]1	10%	-15%	-8%	5	?
21%	-4%	-17%	/	Cc1ccccc1Nc1nnc(SCC(=O)NCC2CCCO2)s1 (stereo not given)	26%	-11%	/	2	-9%
22%	3%	-4%	-12%[2.33 µM]	COc1ccc2c3n([n+]([O-])c2c1)CCN=C3c1cc(Cl)c(N)c(Cl)c1	0%	-29%	8%	-2	6%
48%[activator]	i	-3%	32µM*	C=CCn1c(C(CCCC)CC(O)COCC(C)C)n[nH]c1=S (stereo not given)	?	40µM*	-24%	4	-1%
37%[57 µM]	i	-16%	/	O=S(=O)(CCc1ccccc1)CS(=O)(=O)CCc1ccccc1	-2%	-3%	/	3	-14%
-16%	-22%	40µM*	?	Cc1c2cnn(CC(=O)Nc3c(F)c(F)cc(F)c3F)c(=O)c2c(C)n1Cc1ccccc1F	4%	?	56µM*	?	?
73%[activator]	-1%	-11%	13%	CCc1cc(=O)oc2cc(OCC(=O)NCCN3CCOCC3)c(Cl)cc12	-1%	-8%	-17%	-7	-12%
27%	i	-13%	20%	CCOc1ccc(N(CC(=O)NCc2ccc3c(c2)OCO3)C(=O)c2csnn2)cc1	-5%	-18%	-3%	0	-10%
-3%	-3%	-1%	5%[59 µM]	CCn1cc(C(=O)NCC2CCCO2)c(=O)c2cc(S(=O)(=O)N3CCCCC3)ccc21 (stereo not given)	1%	-23%	4%	3	-4%
26%	-9%	-14%	-15%[59 µM]	C/C(=C\C(=O)OCC(=O)NCc1ccccc1)C(=O)OCC(=O)NCc1ccccc1	-10%	-15%	-7%	-4	0%
32%	-9%	-9%	-27%	CCOc1ccccc1CN1CCN(C2CCSCC2)CC1CCO (stereo not given)	0%	-19%	3%	1	-10%
51%[activator]	-10%	-6%	-17%[59 µM]	Cc1ccc(OCCC(=O)OCC(=O)c2ccc3c(c2)NC(=O)CO3)cc1	0%	-4%	13%	-9	21%
1%	-13%	3%	-25%[59 µM]	CC(Sc1nnnn1C)C(=O)Nc1ccc(N2CCOCC2)cc1 (stereo not given)	57%[activator]	1%	-3%	6	3%
18%	-2%	5%	?	COc1ccc(OCC(O)CN(C2CCCCC2)C2CCCCC2)cc1 (stereo not given)	23%	-22%	-9%	-5	-1%
-7%	-3%	-14%	-9%	COc1ccc(OC)c(NC(=O)CC2C(=O)NCCN2C(=O)c2ccccc2)c1 (stereo not given)	2%	-8%	-2%	-1	-2%
20%	-6%	-7%	1%[12.7 µM]	O=C(COC(=O)c1ccccc1OCc1ccc(F)cc1)NCC1CCCO1 (stereo not given)	7%	-15%	38%[activator]	-4	-2%
4%[57 µM]	-2%	-14%	1%[59 µM]	Cc1ccc(/C=C/c2onc(C)c2S(=O)(=O)N2CCC(C(=O)NCc3ccc(C)o3)CC2)cc1	-7%	-26%	-17%	0	-2%
10%	3%	-10%	/	COc1ccccc1-c1noc(CCC(=O)N2CCN(c3cc(C)ccc3C)CC2)n1	2%	-21%	/	0	13%
?	1%	-18%	2.2µM*	COc1cc(C(c2nnnn2C(C)(C)C)N2CCN(c3nc4ccccc4s3)CC2)ccc1O (stereo not given)	0%	?	?	4	-4%
22%	-3%	-23%	11%[59 µM]	Cc1ccc(-c2noc(CSc3nnc(CCc4ccccc4)n3-c3ccccc3)n2)cc1	3%	-15%	4%	2	-5%
6%	-1%	-13%	-1%[2.33 µM]	COc1ccc(Br)cc1-c1noc(-c2ccncc2)n1	-4%	24%[11.4 µM]	6%	-4	3%
20%	-4%	-16%	26%	COC(=O)c1sc(NC(=O)c2ccco2)nc1C	4%	-8%	-3%	-2	5%
-4%	i	-4%	1%	Cc1ccc(Nc2nnc(C)c(=O)[nH]2)cc1	1%	2%[11.4 µM]	-2%	-4	4%
18%	7%	-4%	/	CCOC(=O)c1cccc(NC(=O)c2c(N)n(C)c(=O)[nH]c2=O)c1	6%	-12%	/	3	-3%
38%[activator]	-4%	-13%	9%[12.7 µM]	O=C(Nc1cc(Cl)ccc1-n1cncn1)c1cncc(Br)c1	-4%	-22%	4%	-2	-2%
9%&16%	-2%&0%	-1%&-11%	2%&1%[59 µM]	C=CCc1cccc2cc(C(=O)Nc3ccc(F)cc3)c(=O)oc12	8%&7%	-20%&-13%	-10%&8%	-1&-2	-1%&-13%
46%[activator]	0%	-23%	/	O=C(CCC(=O)c1cccs1)OCC(=O)c1ccc(F)cc1	-2%	8%	/	-2	3%
27%	-2%	-9%	-49%	CC(O)CNc1nc2ccccc2n1CC(=O)NCCc1ccc(Cl)cc1 (stereo not given)	5%	-10%	0%	3	-1%
30%	4%	-13%	2%	CCc1ccc(C(=O)NC(CCSC)C(=O)OC)cc1 (stereo not given)	1%	-2%	-1%	2	0%
13%	-2%	-8%	-12%[59 µM]	Cc1cccc(C)c1OCC(=O)Nc1nnc(C2CCCO2)s1 (stereo not given)	10%	-6%	-1%	0	-2%
37%	-7%	-7%	5%[59 µM]	Cc1nc2ccccc2n1S(=O)(=O)c1ccc(Br)cc1	-10%	?	-5%	4	-3%
34%	-11%	-12%	-1%[59 µM]	Cc1ccc(/C=N/NC(=O)C2=NNC(c3ccccc3)(c3ccccc3)C2)c(O)c1	7%	-7%	-5%	-2	4%
28%	-1%	-21%	?	Cc1nn(-c2ccccc2)c(N2CCCC2)c1/C=N/NC(=S)Nc1ccccc1F	-3%	-14%	-15%	-1	0%
96%[activator]	8%	0%	67%[activator]	CCOc1ccccc1NC(=O)c1cccc2ccccc12	3%	75%[activator]	12%	-1	1%
7%	-5%	-26%	?	CCOc1cc2c3c(c1)C1(C(=O)N3C(C)(C)CC2C)C(C#N)=C(N)N2C(=C1C#N)Nc1ccccc12 (stereo not given)	4%	?	-37%	-3	4%
-9%	-8%	-25%	-45%[12.7 µM]	COc1cc(NC(=O)CN2CCN(S(=O)(=O)c3ccc(C(C)C)cc3)CC2)cc(OC)c1	-10%	-28%[11.4 µM]	?	-2	19%
3%	0%	-10%	-6%	CC1=CC(C)C(CN(CCC[N+](C)(C)C)C(=O)Nc2ccccc2)C(C)C1 (stereo not given)	2%	-9%	-29%	-7	3%
19%	-9%	-13%	5%[59 µM]	Cc1ccccc1N(C(=O)CNC(=O)c1ccco1)C(C(=O)NC1CCCCC1)c1cccnc1 (stereo not given)	-9%	-11%	30%	-4	-5%
23%	-1%	-2%	30%[12.7 µM]	CC1=C(C)CC(C(=O)NC(C)CCc2ccccc2)C(C(=O)O)C1 (stereo not given)	0%	-3%	-37%	0	-16%
16%	7%	-6%	26%[59 µM]	CSc1ncccc1C(=O)OCC(=O)NC1CCCC1	2%	-9%	-1%	0	0%
21%	i	-15%	9%[12.7 µM]	NC(=O)c1ccc(NC(=O)COC(=O)c2ccc3c(c2)OCCO3)cc1	-14%	1%	2%	2	?
17%	-13%	-20%	-27%[59 µM]	CCOc1ccc(NC(=O)COc2ccc(S(=O)(=O)NC3CCCCC3)cc2)cc1	3%	-16%	-8%	-5	-9%
8%	-5%	-17%	14µM*	Nc1nc(NC(=O)c2cccnc2)nn1-c1ccccc1	-6%	11µM*	79µM*	-11	-4%
6%	-4%	-9%	?	COc1cc(/C=N\NC(=O)C2C(=O)NCC2c2ccccc2)cc(OC)c1O (stereo not given)	40%[activator]	-7%	-3%	4	-9%
19%[57 µM]	5%	-10%&3%	13%&11%[59 µM]	COc1ccc(-n2c(SCC(=O)NCc3ccco3)nc3c([nH]c4ccccc43)c2=O)cc1	-7%&-1%	-26%&-3%	0%&22%	0&-6	-1%&4%
30%	5%	-13%	12%	COC(=O)c1ccc(CNC(=O)CSC2=NCCS2)cc1	2%	2%[11.4 µM]	-3%	-2	1%
-11%	-11%	-8%	-39%	N#CC1=C2N=C(N)c3ccccc3N2C2=C(C(=O)CCC2)C1c1ccccc1F (stereo not given)	14%	?	?	-9	?
29%	i	-11%	-12%	CCCC(=O)Nc1ccc(C(N)=O)cc1	3%	-16%	-16%	5	?
35%	-1%	-3%	/	CC(C)C[C@@H](CN1C(=O)C(=O)NC[C@@H]1CC(C)C)NC(=O)Cc1ccccc1	-17%	-8%	/	-1	-5%
